# Tn7 DDE FP: DD(E)-Tn7 binding inhibition, primary FP screen. P02675. FP displacement of FITC-Tn7 peptide from fibrin DD(E); 0% = median of compound wells per plate. inhibition, % at 8.3 µM. hit rate 0.13% among 370,000. AID 720508;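 active = inhibition above the mean of compounds falling within the control limits plus 3 SD of them, cut at about 14% in these data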;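 note: 0% = plate median of compound wells and 100% = 10 µM Aha-Tn7 peptide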
#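 assay system = human clot-derived fibrin DD(E) complex | quantity = Fibrin-DD(E) at 2 µM final | timing = 10 min preincubation, 3 h with tracer, room temperature | signal = fluorescence polarization | measure = percent inhibition | benchmarks = high control wells with 10 µM unlabelled Aha-Tn7 peptide (full inhibition) | replicates = singlicate testing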
# UHRF1 binding: human UHRF1 methylated DNA binding inhibitors; Q96T88; UHRF1 binding to methylated oligo, TR-FRET; inhibition, % at 4.4 µM; hit rate 0.75% among 370,000; AID 687016; in the data active = inhibition above about 21%;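 note: UHRF1 SRA domain binding a hemimethylated CpG hairpin DNA probe; 0% = median of test compound wells and 100% = reference inhibitor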
# ASAP1 inh: inhibitors of human ASAP1 ArfGAP activity. ASAP1-stimulated ARF1 GTP hydrolysis, GDP FP detection. inhibition, % at 16.5 µM. AID 624377. hit rate 0.19% among 360,000; in the data active = inhibition above about 25%;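 note: 0% = vehicle with enzyme and substrate and 100% = no enzyme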
# HGIII-sPLA2 inh: Blocks human group III sPLA2 activity | inhibition, % at 12.2 µM | Q9NZ20 | AID 743126 | QFRET BODIPY PC-A2 liposome hydrolysis, fluorescence | hit rate 0.56% among 370,000;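 active = inhibition above mean plus 3 SD of compounds lying within the high and low control bounds, cut at about 19% in these data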;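 note: 0% = median of test compound wells and 100% = no enzyme DMSO wells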
# DDE Tn6 FP inh: DD(E)-Tn6 binding inhibition, primary FP screen; P02675; Fibrin DD(E) TRITC-Tn6 fluorescence polarization displacement; inhibition, % at 8.3 µM; hit rate 0.21% among 370,000; AID 720509;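 active = inhibition above a per-campaign cutoff: mean of compounds within control limits plus 3 SD, cut at about 15% in these data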;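 note: 0% = median of all compound wells on the plate and 100% = blocking peptide control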
# proKLK7 act: proKLK7 (human) activation, primary screen; P49862; purified proKLK7, EDANS-DABCYL substrate fluorescence; 100% is mature enzyme control, 0% vehicle; activation, % at 7 µM; hit rate 0.9% among 370,000;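 active = activation above the mean of all tested compounds plus 3 SD, computed per campaign excluding outliers beyond control limits, cut at about 13% in these data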
# PLCb3 inh: inhibitors of human phospholipase C beta3; Q01970; Purified PLC-beta3, fluorogenic substrate, fluorescence; inhibition, % at 12.2 µM; hit rate 0.18% among 370,000; in the data active = inhibition above about 11%;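 note: 0% = median of compound wells on plate and 100% = full blocker control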
# Target sequence (Q01970 whole entry, looked up): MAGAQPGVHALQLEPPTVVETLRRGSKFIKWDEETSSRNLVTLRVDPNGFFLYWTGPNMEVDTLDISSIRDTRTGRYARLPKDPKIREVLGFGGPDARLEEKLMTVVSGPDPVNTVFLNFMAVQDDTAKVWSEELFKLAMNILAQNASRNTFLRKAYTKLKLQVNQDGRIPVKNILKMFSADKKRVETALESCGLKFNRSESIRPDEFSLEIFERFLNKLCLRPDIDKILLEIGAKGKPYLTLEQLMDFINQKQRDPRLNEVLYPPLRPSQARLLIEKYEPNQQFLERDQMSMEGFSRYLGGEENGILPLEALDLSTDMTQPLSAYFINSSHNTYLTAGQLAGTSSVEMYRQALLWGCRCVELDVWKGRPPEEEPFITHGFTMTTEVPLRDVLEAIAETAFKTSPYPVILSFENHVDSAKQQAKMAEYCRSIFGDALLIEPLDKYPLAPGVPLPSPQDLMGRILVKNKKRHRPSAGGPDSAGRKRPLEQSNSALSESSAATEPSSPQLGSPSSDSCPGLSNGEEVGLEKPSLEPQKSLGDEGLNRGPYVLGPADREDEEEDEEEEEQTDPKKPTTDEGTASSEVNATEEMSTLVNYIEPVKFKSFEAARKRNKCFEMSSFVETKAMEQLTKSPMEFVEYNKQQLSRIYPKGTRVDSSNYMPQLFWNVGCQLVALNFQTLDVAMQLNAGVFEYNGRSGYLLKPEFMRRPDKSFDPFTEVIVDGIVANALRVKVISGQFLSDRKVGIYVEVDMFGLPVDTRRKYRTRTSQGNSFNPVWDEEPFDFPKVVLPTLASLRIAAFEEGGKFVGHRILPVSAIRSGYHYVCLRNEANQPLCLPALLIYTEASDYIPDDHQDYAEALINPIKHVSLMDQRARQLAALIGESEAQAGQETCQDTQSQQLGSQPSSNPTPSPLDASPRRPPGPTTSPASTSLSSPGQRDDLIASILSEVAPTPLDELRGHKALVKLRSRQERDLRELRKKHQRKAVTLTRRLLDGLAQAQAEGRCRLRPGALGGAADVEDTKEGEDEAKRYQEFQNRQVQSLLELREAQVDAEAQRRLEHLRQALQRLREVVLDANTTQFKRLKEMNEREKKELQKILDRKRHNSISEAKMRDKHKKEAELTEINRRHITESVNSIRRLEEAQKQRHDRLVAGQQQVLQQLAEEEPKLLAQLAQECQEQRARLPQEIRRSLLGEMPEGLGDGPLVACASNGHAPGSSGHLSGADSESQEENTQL
# Rev-erbA mod: Rev-erb alpha (human) modulation | activity, % at 10 µM | Rev-erbα–FITC-DNA binding, fluorescence polarization, 90 min | P20393 | hit rate 0.79% among 370,000;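 active = activity above about 14%, limit read from the data; passing the limit was not always enough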;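 note: 0% = DMSO wells with 35 nM protein and 100% = DMSO wells with 750 nM protein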
# PLC-gamma1 inh: inhibitors of human phospholipase C gamma1; purified PLC-gamma1, fluorogenic substrate, fluorescence; hit rate 0.84% among 370,000; AID 720700; inhibition, % at 12.2 µM; P19174; in the data active = inhibition above about 9.5%
# ARFGAP1 inhibitor: rat ARFGAP1 inhibition | AID 651572 | Arfgap1-stimulated ARF1 GTP hydrolysis, GDP FP detection | inhibition, % at 16.5 µM | hit rate 0.26% among 360,000;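 active = inhibition above a per-plate limit, mean inhibition of low control wells plus 3 SD, cut at about 25% in these data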;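 note: 0% = DMSO wells with enzyme and 100% = wells lacking Arfgap1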
#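 Material: rat Arfgap1 catalytic domain, aa 1-136; also added: human ARF1(Δ1-17)-GTP substrate; compound dosing: one concentration, 16.5 µM, DMSO 1.26%; incubation: GTP hydrolysis reaction 2 h at 25 °C; measured by: Tracer-displacement fluorescence polarization with EDTA stop, 620/688 nm; evaluation: % inhibition from polarization; repeats: one replicate per compound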
# An asterisk follows results filed as active; i = inactive; nt = not tested or not shown.
SMILES,Tn7 DDE FP,UHRF1 binding,ASAP1 inh,HGIII-sPLA2 inh,DDE Tn6 FP inh,proKLK7 act,PLCb3 inh,Rev-erbA mod,PLC-gamma1 inh,ARFGAP1 inhibitor
O=C(NCCc1ccccc1)c1ccc2c(c1)OCCO2,4,0,6,-1,7,0.4,-2,3,0,-13
CN(C)/C=N/c1cc(=O)n(C)c(=O)n1CC1CC1,-15,2,2,6,-8,-0.3,5,5,5,7
O=C(Nc1nnc([C@H]2C[C@H](O)[C@@H](CO)O2)s1)c1cccc(Oc2ccccc2)c1,5,-1,4,-3,2,0.5,-13,4,-7,-10
Cc1ccc(C2N(C)c3ccccc3-c3nc4ccccc4n32)o1 (stereo not given),9,-2,-16,-12,-3,10,i,-3,i,-9
Cc1ccc(S(=O)(=O)NC(CC(C)C)C(=O)N2CCOCCOCCOCC2)cc1 (stereo not given),0,-1,3,1,3,0.2,-10,1,2,-2
Cc1nn(C)cc1C(C(=O)NC1CCCCC1)N(CCc1ccccc1)C(=O)c1cnccn1 (stereo not given),-2,4,-5,6,1,-0.3,-2,2,1,22
COc1cccc(CC(=O)NC2CCCN(Cc3ccccc3F)C2)c1 (stereo not given),4,1,-7,5,-2,-0.2,-5,-2,-2,15
COc1ccc(C(=O)CSc2nc(=O)n3ccc(C)cc3n2)cc1,2,3,8,-7,-8,-0.4,-15,-8,1,11
CC(C)(C)OC(=O)N1CCC(C(=O)NCC2CCCO2)CC1 (stereo not given),-11,2,4,10,3,0.3,2,3,4,-18
CCc1nc(-c2ccccc2)cc(=O)[nH]1,8,-2,-15,-4,6,0.1,1,4,1,-7
COc1ccc(C(=O)C2CCN(c3ncnc4sccc34)CC2)cc1,3,0,nt,-6,3,nt,-4,0,0,nt
S=C(NCc1ccccn1)Nc1ccc(Cl)cc1,-3,-3,-15,8,6,0.4,-2,-6,-3,8

# Part of the list above in order of SMILES length, lowest first.
SMILES,Tn7 DDE FP,UHRF1 binding,ASAP1 inh,HGIII-sPLA2 inh,DDE Tn6 FP inh,proKLK7 act,PLCb3 inh,Rev-erbA mod,PLC-gamma1 inh,ARFGAP1 inhibitor
S=C(NCc1ccccn1)Nc1ccc(Cl)cc1,-3,-3,-15,8,6,0.4,-2,-6,-3,8
CC(C)(C)OC(=O)N1CCC(C(=O)NCC2CCCO2)CC1 (stereo not given),-11,2,4,10,3,0.3,2,3,4,-18
Cc1ccc(C2N(C)c3ccccc3-c3nc4ccccc4n32)o1 (stereo not given),9,-2,-16,-12,-3,10,i,-3,i,-9
COc1ccc(C(=O)C2CCN(c3ncnc4sccc34)CC2)cc1,3,0,nt,-6,3,nt,-4,0,0,nt
Cc1ccc(S(=O)(=O)NC(CC(C)C)C(=O)N2CCOCCOCCOCC2)cc1 (stereo not given),0,-1,3,1,3,0.2,-10,1,2,-2
Cc1nn(C)cc1C(C(=O)NC1CCCCC1)N(CCc1ccccc1)C(=O)c1cnccn1 (stereo not given),-2,4,-5,6,1,-0.3,-2,2,1,22
O=C(Nc1nnc([C@H]2C[C@H](O)[C@@H](CO)O2)s1)c1cccc(Oc2ccccc2)c1,5,-1,4,-3,2,0.5,-13,4,-7,-10

# The results go on.
SMILES,Tn7 DDE FP,UHRF1 binding,ASAP1 inh,HGIII-sPLA2 inh,DDE Tn6 FP inh,proKLK7 act,PLCb3 inh,Rev-erbA mod,PLC-gamma1 inh,ARFGAP1 inhibitor
NS(=O)(=O)c1ccc(N/N=C2/CCCCC2C2CCCCC2)c([N+](=O)[O-])c1 (stereo not given),1,-2,11,-9,-5,0.5,4,7,4,-1
CN(C)c1ccc(/C=N/NC(=O)C(=O)/C=C2\NC3(CCCC3)Cc3ccccc32)cc1,-5,-8,8,-1,-4,-0.2,-17,-4,-12,-6
NC(=O)c1ccc(NC(=O)COC(=O)CCCN2C(=O)c3cccc4cccc(c34)C2=O)cc1,8,-4,10,0,1,-0.4,-1,-3,2,-6
COc1cccc(Cn2cnc(-c3ccccc3OC)c2C2CC2)c1,-1,-1,0,-3,9,0.9,-32,8,-21,5
CCOC(=O)c1c(NC(=O)c2ccccc2Br)sc2c1CCc1ccccc1-2,-1,-1,2,1,3,-20,-86,1,-65,-4
O=C(Cc1cccnc1)N[C@@H]1CC[C@H](CCn2cc(Cc3ccccc3)nn2)O[C@@H]1CO,-4,2,6,4,3,0.1,1,4,-1,11
CC1(C)CC(=O)C2=C(C1)NC(=S)C(C#N)C21CCCCC1 (stereo not given),-4,2,-3,8,2,0.2,-20,2,-12,4
CN(C)C1=NCCN1CC1CCCCCC1,1,4,5,3,4,-0.3,4,-1,6,6
CCOc1cccc(C(=O)Nc2ccc(N(CC)CC)cc2)c1,8,4,-5,13,-4,0.6,-2,15,-2,7
Cc1ccc(C(=O)/C=C/c2ccco2)c(O)c1,5,-3,6,0,0,2.0,-17,-5,-6,13
Cc1csc(NC(=O)CCC(=O)N(CC(=O)NC2CCCCC2)c2ccccc2)n1,-2,-2,-4,-6,8,-0.3,4,-1,2,2

# From PubChem BioAssay
